# Hsp70 displacement: Hsp70 inhibitors, probe displacement, primary screen, biochemical, fluorescence polarization (AID 583) | Hsp70 fluorescence polarization probe displacement, mP; higher % means a stronger effect | displacement, % at 20 µM, or IC50 in µM where a hit was titrated | 140,000 compounds, 0.06% hits; in the data active means displacement above about 50%;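 further: plate controls were vehicle for no effect and reference ligand for full effect; a part of the inactive calls stands beside numbers as strong as those of hits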
# Rat MKP-3 inhibitors: inhibition of rat DUSP6 enzyme activity – biochemical, in vitro, primary screen (AID 425). recombinant MKP-3 phosphatase activity, fluorescence; higher % means a stronger effect. inhibition, % at 20 µM; hits with a dose series show IC50 in µM. 110,000 compounds, 0.17% hits; in the data active means inhibition above about 50%;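 further: plate controls were vehicle for no effect and reference inhibitor for full effect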
# Active calls of the source: *; . = no result given.
# Values run as follows: Rat MKP-3 inhibitors | Hsp70 displacement
CC(C)N(Cc1c(O)ccc2c(=O)c(-c3ccccc3)coc12)C(C)C
    2% | -0.9%
COCCNC(=O)c1ccccc1-c1ccccc1C(=O)O
    -7% | 0.0%
Cc1cc(N2C(=O)C(=O)/C(=C(/O)c3ccc(Cl)cc3)C2c2cccc(Br)c2)no1 (stereo not given)
    -8% | -3.1%
Cc1ccc(Cl)cc1N1CCN(Cc2nc3c(c(=O)[nH]c(=O)n3C)n2Cc2ccccc2F)CC1
    0% | -4.0%
O=C(O)CC(C(=O)O)P(=O)(c1ccccc1)c1ccccc1 (stereo not given)
    3% | 0.0%
CCOc1ccc(OCC)c(NC(=O)C2COc3ccccc3O2)c1 (stereo not given)
    -5% | 2.0%
COc1cccc2cc(C(C)N(CCCN3CCOCC3)C(=O)Nc3ccccc3)oc12 (stereo not given)
    -3% | -1.1%
Cc1nc2ccccc2c2oc(C(=O)N3CCN(C4CCCCC4)CC3)cc12
    -3% | 9.7%
CN(C)/C=C1\C=C(c2ccccc2)OC1=O
    -2% | 2.8%
COc1ccccc1NC(=O)C(C)N1CCN(C/C=C/c2ccccc2)CC1 (stereo not given)
    9% | 0.0%
Cc1ccc(S(=O)(=O)N[C@H](C(=O)N2CCC(C(=O)N3CCC[C@H]3C(=O)O)CC2)C(C)C)cc1
    -6% | -8.2%
CCOC(=O)C1C(=O)NC(SC)=C(C#N)C1c1ccccc1F (stereo not given)
    -7% | 1.7%
Cn1c(=O)c2c(nc(CN3CCC(C(N)=O)CC3)n2Cc2ccccc2Cl)n(C)c1=O
    -9% | -5.8%
Cc1cccc(OCCCCCn2ccnc2)c1
    -12% | .
Cc1cc(C)n(CC2CC(=O)N(c3ccc(C)c(Cl)c3)C2=O)n1 (stereo not given)
    -1% | 2.1%
COc1ccccc1CN1CC(C(=O)NCc2cccnc2)CC1=O (stereo not given)
    -2% | 2.4%
NC1=NC(=O)/C(=C\c2ccc(S(=O)(=O)O)cc2)S1
    -2% | -1.7%
O=C(O)CN(c1ccccc1[N+](=O)[O-])S(=O)(=O)c1ccccc1
    1% | 2.4%
Oc1ccccc1C(=S)N1CCOCC1
    -1% | 4.1%
O=C(C1CCCN(Cc2cccs2)C1)N1CCCCCC1 (stereo not given)
    -4% | 0.5%

# In the list so far, these contain four or more nitrogen atoms.
# Values run as follows: Rat MKP-3 inhibitors | Hsp70 displacement
Cc1ccc(Cl)cc1N1CCN(Cc2nc3c(c(=O)[nH]c(=O)n3C)n2Cc2ccccc2F)CC1
    0% | -4.0%
Cn1c(=O)c2c(nc(CN3CCC(C(N)=O)CC3)n2Cc2ccccc2Cl)n(C)c1=O
    -9% | -5.8%

# The results go on.
# Values run as follows: Rat MKP-3 inhibitors | Hsp70 displacement
COCCCN1C(=O)c2ccc(C(=O)Nc3ccc(OC)cc3OC)cc2C1=O
    1% | -2.4%
CCOc1ccc(Nc2nc(-c3c(C)nc4cc(C)ccn34)cs2)cc1
    5% | 0.7%
O=C(NCc1ccccc1Cl)c1cccc(Br)c1
    -3% | -3.3%
CCOC(=O)CSC1=C(C#N)C(c2ccccc2)C(C(C)=O)=C(C)N1 (stereo not given)
    10% | 1.1%
O=C(Cn1cnc2c(cnn2-c2ccccc2)c1=O)OCc1ccccc1
    3% | -2.5%
CCn1c(CNc2ccccc2Cl)nnc1SCC(=O)OC1CCCCC1
    0% | -4.5%
Cc1ccc(-n2c(Cc3cccn3C)nnc2SCC(=O)N2CCN(c3ccccc3)CC2)cc1
    -5% | 0.1%
O=C1C=C(NCc2ccc(F)cc2)CC(c2ccccc2)C1 (stereo not given)
    2% | 1.4%
Cc1nn(C)cc1C1Nc2ccccc2C(=O)N1O (stereo not given)
    . | 0.1%
COc1ccc(C(=O)Nc2cc(C)cc(C)n2)cc1
    0% | -0.2%
O=c1/c(=C\c2cccnc2)sc2nc3ccccc3n12
    1% | .
O=C1CCC(C(=O)O)(c2ccccc2)C1 (stereo not given)
    -7% | 2.7%
CCNC(=O)CC1S/C(=N\N=C\c2ccco2)NC1=O (stereo not given)
    3% | 1.2%
O=C(CNC(=O)c1ccccc1)c1ccc(Br)cc1
    0% | -2.2%
COc1ccc(OC)c(/C=N/n2cnnc2)c1
    -4% | -0.8%
O=C(Cc1ccc(-n2cccc2)cc1)NC1CCCCC1
    -4% | -2.1%
CC(C)c1ccc(CNc2cc(N3CCN(C(=O)c4ccc(Cl)cc4)CC3)ccc2[N+](=O)[O-])cc1
    6% | -1.6%
COc1ccc(-c2nc3cc(NC(=O)c4ccco4)ccc3o2)cc1Cl
    2% | -2.4%
O=C(c1ccc(Cl)cc1[N+](=O)[O-])N1CCN(C(c2ccccc2)c2ccccc2)CC1
    6% | -0.7%
CCC(c1nnnn1Cc1ccco1)N1CCC(C(N)=O)CC1 (stereo not given)
    0% | -0.1%
CC(OC(=O)CCCN1C(=O)c2ccccc2C1=O)C(=O)Nc1ncc(Cl)cc1Cl (stereo not given)
    -7% | -3.3%
CCC1=NN2C(=N)/C(=C/c3ccc(-c4ccc([N+](=O)[O-])cc4C)o3)C(=O)N=C2S1
    0% | 0.2%
C/C(O)=C(/C#N)c1nc2ccccc2[nH]1
    0% | -1.5%
Cc1ccc(NC(=O)NC(=O)CN2C(=O)NC3(CCc4ccccc43)C2=O)c(C)c1 (stereo not given)
    -10% | 1.2%
COc1ccc(/C=C/C(=O)Nc2ccccc2OC)cc1Br
    -2% | -1.8%
Cc1sc2nc(NCCO)[nH]c(=O)c2c1C
    0% | -0.4%
CCOC(=O)c1sc(NC(=O)CSc2nnnn2-c2ccc(C)cc2C)nc1C
    -10% | -0.5%
CN1C(=O)C2(C(C#N)=C(N)Oc3c2oc(CO)cc3=O)c2ccccc21 (stereo not given)
    -9% | 1.0%
Cc1nc2ccc(NC(=O)N3CCSCC3)cc2nc1C
    -5% | -0.3%
CC(C)C(=O)N(Cc1cc2ccccc2[nH]c1=O)C(C)(C)C
    -5% | -5.4%
Cc1ccc2oc(C(F)(F)C(F)F)cc(=O)c2c1
    0% | -1.8%
O=S(=O)(Nc1ccc2nc(-c3ccco3)[nH]c2c1)c1ccccc1
    -8% | 2.0%
Cc1cccc(C)c1NC(=O)C(c1cccs1)N(Cc1ccco1)C(=O)Cn1nnc2ccccc21 (stereo not given)
    0% | 2.9%
CCSC1=C(C#N)C(c2ccccc2C)CC(=O)N1 (stereo not given)
    3% | 5.5%
O=C(O)c1ccc(Cl)c(NC(=O)C2CCCN2S(=O)(=O)c2cccc3nsnc23)c1 (stereo not given)
    . | 0.9%
O=C(Nc1nc(-c2ccccc2)cs1)C1CCCN(S(=O)(=O)c2ccccc2)C1 (stereo not given)
    0% | 7.5%
Cc1cc(C(=O)N/N=C\c2cc(Br)ccc2OCc2ccccc2)n[nH]1
    3% | -0.4%
O=C(CCCCCN1C(=O)CCC1=O)Nc1ccc(Cl)c(C(F)(F)F)c1
    . | -0.5%
O=C(O)CCCc1nc2ccccc2[nH]1
    4% | 3.1%
Clc1ccc(-c2ccc(/C=N/Nc3nncc(-c4ccccc4)n3)o2)cc1
    0% | 0.4%

# Profiles, quoted from the list. Order of screens: Rat MKP-3 inhibitors	Hsp70 displacement
# `Cc1ccc(NC(=O)NC(=O)CN2C(=O)NC3(CCc4ccccc43)C2=O)c(C)c1` (stereo not given) in the list: -10%	1.2%
# `O=C(O)CN(c1ccccc1[N+](=O)[O-])S(=O)(=O)c1ccccc1` in the list: 1%	2.4%
# `O=C(c1ccc(Cl)cc1[N+](=O)[O-])N1CCN(C(c2ccccc2)c2ccccc2)CC1` in the list: 6%	-0.7%
# `COc1ccccc1NC(=O)C(C)N1CCN(C/C=C/c2ccccc2)CC1` (stereo not given) in the list: 9%	0.0%

# Following part:
# Values run as follows: Rat MKP-3 inhibitors | Hsp70 displacement
Cc1nn(C)c(C)c1NC(=O)CN1CCC(O)(c2ccc3c(c2)OCO3)CC1
    -4% | -1.4%
COc1ccc(CCN2C(=O)CC(N3CCOCC3)C2=O)cc1 (stereo not given)
    -2% | 2.5%
O=C(NCCCn1ccnc1)Nc1ccc(Cl)cc1
    -2% | .
COc1ccc(-c2cc(C(=O)Nc3ccccn3)c3ccccc3n2)cc1
    2% | -1.6%
COCCN1C(=O)C(CC(=O)Nc2ccc(C(C)=O)cc2)SC1=Nc1ccccc1 (stereo not given)
    -13% | 0.6%
COc1cccc(C(=O)Nc2ncc3c(n2)CC(c2ccc(OC)cc2OC)CC3=O)c1 (stereo not given)
    -7% | -6.7%
Cc1ccccc1Nc1ncnc2c1cnn2-c1ccccc1
    1% | -3.5%
CCC(=O)c1cc(-c2nc3ccccc3n2C)n(C)c1
    -10% | 2.2%
Cc1cc(C2(c3cc(C)c(NC(=O)CN4CCOCC4)c(C)c3)CCCCC2)cc(C)c1NC(=O)CN1CCOCC1
    . | -4.1%
Cn1c(=O)c2c(nc(N3CCCCC3)n2CCCNC2=NCCCC2)n(C)c1=O
    -2% | 1.1%
Cc1ccc(N2CCN(CCc3nc4cc(NS(C)(=O)=O)ccc4n3C)CC2)cc1
    -8% | 1.1%
Cc1ccc(CN(c2ccc(C(=O)NCc3cccnc3)cc2)S(C)(=O)=O)cc1
    . | 1.5%
CCCCC1(C(=O)OCC)CC(CN2CCOCC2)OC1=O (stereo not given)
    -1% | -1.8%
Cc1cc(Nc2nc3ccccc3nc2Cl)n(-c2ccccc2C)n1
    . | -3.5%
NC(=O)C1CCN(C(c2ccccc2Cl)c2nnnn2CC2CCCO2)CC1 (stereo not given)
    6% | -0.3%
c1n[nH]c(NC2=NCCC2)n1
    -11% | -2.0%
C=CCSc1nc2sc(C)c(C)c2c(=O)n1CC=C
    . | 23%
COc1ccc2oc(C)c(C(=O)NN)c2c1
    . | 3.9%
COc1ccc(CNC(=O)NCc2ccc(OC)c(OC)c2)cc1OC
    -15% | -8.4%
CC(C)CN(C(=O)COC(=O)c1cc2c(s1)CCC2)C1CCS(=O)(=O)C1 (stereo not given)
    12% | 19%

# The final 2 records of the section above come first, to join the parts:
# Values run as follows: Rat MKP-3 inhibitors | Hsp70 displacement
COc1ccc(CNC(=O)NCc2ccc(OC)c(OC)c2)cc1OC
    -15% | -8.4%
CC(C)CN(C(=O)COC(=O)c1cc2c(s1)CCC2)C1CCS(=O)(=O)C1 (stereo not given)
    12% | 19%
COC(=O)CN1C(=O)C2(OCCCO2)c2cc(Br)ccc21
    -13% | 0.1%
CN(c1cccc(NC(=O)COc2ccccc2)c1)S(C)(=O)=O
    -10% | 4.6%
COc1cc(/C=N/NC(=O)Cc2n[nH]c(=O)[nH]c2=O)cc([N+](=O)[O-])c1O
    3% | 0.0%
CCOc1ccc(C2C=C(c3ccc(C)cc3)Nc3nnnn32)cc1 (stereo not given)
    -8% | -1.1%
Cc1ccc(NC(=O)CSCC(=O)Nc2ncc3c(n2)CC(c2ccco2)CC3=O)cc1 (stereo not given)
    -6% | 2.5%
Cc1ccc(S(=O)(=O)N[C@H](C(=O)N2CCC3(O)CCCCC3C2)c2ccccc2)cc1 (stereo not given in full)
    . | -2.1%
O=C(/C=C/c1cccc(C(F)(F)F)c1)Nc1ccc([N+](=O)[O-])cc1
    6% | 3.1%
CCOc1ccc(-c2ncnn2-c2cccc(Cl)c2)cc1
    -1% | 2.2%
Oc1ccc(Nc2nc(-c3ccc4ccccc4c3)cs2)cc1
    . | 2.7%
COc1ccccc1N1CCN(C(=O)c2cc3c(s2)CCC3)CC1
    . | 9.0%

# The closing 2 compounds of the part before are carried over, then new ones follow:
# Values run as follows: Rat MKP-3 inhibitors | Hsp70 displacement
Oc1ccc(Nc2nc(-c3ccc4ccccc4c3)cs2)cc1
    . | 2.7%
COc1ccccc1N1CCN(C(=O)c2cc3c(s2)CCC3)CC1
    . | 9.0%
COCCCN(C(=O)c1cccnc1SC)c1c(N)n(Cc2ccccc2)c(=O)[nH]c1=O
    -8% | 5.9%
CCCCN(CC)CCNC(=O)C1c2cc(OC)c(OC)cc2C(=O)N2CCc3ccccc3C12 (stereo not given)
    -3% | 0.8%
Cc1ccccc1-c1nc2sc3c(c2c(=O)o1)CCCC3
    0% | -0.3%
CC1(C)CC(=O)C=C(Nc2ccc(NC3=CC(=O)CC(C)(C)C3)cc2)C1
    2% | -1.6%
CCCNC(=O)c1c(NC(=O)c2ccccc2C)sc2c1CCC2
    0% | -1.7%
O=C(NCC1CCCO1)C1CCN(c2ccc(S(=O)(=O)N3CCCC3)cc2)CC1 (stereo not given)
    1% | -4.0%
COC(=O)C1=C(C)NC(=O)/C1=C\c1ccccc1
    1% | -3.8%
COc1cccc(OC)c1C(=O)NNC(=O)c1cccc(C)c1
    2% | -0.3%
CC1(C)CC(=O)c2c(-c3cccs3)n[nH]c2C1
    -4% | .
CC(C)(C)c1ccccc1NC(=O)C1CC(=O)N(c2ccc(Cl)cc2)C1 (stereo not given)
    -2% | 2.0%
O=C1CC(c2ccc3c(c2)OCO3)CC2=C1C(c1cc3c(cc1Br)OCO3)Nc1ccccc1N2 (stereo not given)
    5% | 1.1%
O=C(/C=C/NNC(=O)c1cccnc1)c1ccc(Cl)cc1
    0% | -4.2%
COC(=O)c1ccccc1N1C(=O)[C@@H]2C(c3ccc(Br)cc3)=NO[C@@H]2C1=O
    -10% | -2.7%
CC(C)Nc1nc(-c2ccccc2)nc(-n2ccnc2)n1
    5% | -3.5%
O=C(N/N=C/c1ccc(Cl)cc1Cl)C1CC(=O)N(c2ccc(F)cc2)C1 (stereo not given)
    0% | -1.8%
CCC(=O)OC1(C#CCOc2ccc(OC)cc2)CCN(C)CC1
    2% | -1.5%
O=C(N/N=C/c1ccco1)C(=O)N1CCCC1
    0% | -3.9%
CCN(CC)CCn1c2ccc(Cl)cc2c2nc(C)sc21
    . | -1.3%
CN(C1CCCCC1)S(=O)(=O)c1ccc(S(=O)(=O)N2CCN(CCC#N)CC2)cc1
    0% | 2.3%
O=C(C1CC1c1ccccc1)N1CCN(C(c2ccccc2)c2ccccc2)CC1 (stereo not given)
    -2% | 0.1%

# Screening results (PubChem)

# Only part of the results is shown. The share of hits here may be higher or lower than overall.
